Screens as filed in PubChem BioAssay.
m5-HT2A agonist – mouse Htr2a agonists via beta-arrestin recruitment, primary screen, cell-based, luminescence. AID 624169, 2012. activation, % at 7.6 µM. CHO-K1 mHTR2A beta-arrestin complementation; percent of 30 µM serotonin response. hit rate 0.66% among 360,000. 5-hydroxytryptamine receptor 2A (Mus musculus), P35363;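 active = activation above a run cutoff, the mean activation of all tested compounds plus 3 SD, cut at about 14% in these data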;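 note: 0% = plate median of compound wells and 100% = 30 µM serotonin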
H9c2 protect – cardioprotection against H2O2-induced cell death, primary screen, uHTS, H9c2 cells, ATPLite luminescence; H9c2 cardiomyocytes, H2O2 injury protection, 2 h; protection from H2O2 cell death, % at 20 µM; hit rate 0.63% among 360,000;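 active = compounds giving at least 50% protection of heart cells from peroxide-induced death in the single-dose screen, raw or plate-pattern-corrected value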;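 note: 0% = DMSO wells with peroxide and 100% = DMSO wells without peroxide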
aDG glyco act – activators of alpha-DG glycosylation, primary screen, uHTS, Pro5-aDG cells, AlphaScreen. alpha-DG glycosylation AlphaScreen (IIH6); 0% Pro5, 100% B10-LARGE cell signal. activation, % at 10 µM. hit rate 0.22% among 360,000;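 active = activation of at least 8% versus controls, or a plate z-score of at least 8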;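 note: Pro5 are CHO cells carrying HIG-tagged alpha-DG that lacks glycosylation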
MC4R antag cAMP – MC4R antagonists of cAMP signaling, primary screen, cell-based, TR-FRET, antagonist arm of biased-ligand search | Melanocortin receptor 4 (Homo sapiens), P32245 | MC4R-expressing cells, MTII-stimulated cAMP, LANCE TR-FRET | inhibition, % at 6.5 µM | hit rate 0.48% among 360,000;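 active = inhibition above its plate's cutoff, the mean of tested wells on that plate plus 3 SD, cut at about 29% in these data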;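 note: 0% = Melanotan II alone and 100% = Melanotan II plus saturating MCL0020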
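Material – human MC4R-expressing U2OS cells · Repeats – no replicates · Detection – TR-FRET with Eu-cAMP and labeled anti-cAMP, 671 nm · Times – compound 30 min, challenge 1 h, detection 1 h · Compound – single nominal compound dose of 6.5 µM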
hiPSC survival – enhancers of single-cell hiPSC survival, primary screen, ATPlite luminescence; survival enhancement, % at 20 µM; 100% = ROCK inhibitor wells, 0% = DMSO; hit rate 0.044% among 360,000; in the data active = survival enhancement above about 18%;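 note: cells exposed to compounds for 16 hours before the ATP read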
MC4R barr agon – MC4R agonists recruiting beta-arrestin, primary screen, cell-based, luminescence, agonist arm of biased-ligand search; Melanocortin receptor 4 (Homo sapiens), P32245; U2OS MC4R beta-arrestin complementation; percent of melanotan II response, DMSO zero; activation, % at 8.9 µM; hit rate 0.98% among 360,000; AID 540308, 2011;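 active = activation above a per-plate cutoff, the mean activation of sample wells on that plate plus 3 SD, cut at about 8% in these data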
ABCB6 inh 2 – ABCB6 transporter inhibitors, primary screen, K562-ABCB6 cells, flow cytometry, MLPCN library; ATP-binding cassette sub-family B member 6 (Homo sapiens), Q9NP58; K562-ABCB6 porphyrin accumulation, 1 h; active compounds read low; fluorescence ratio to DMSO, % at 10 µM; hit rate 0.19% among 360,000;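 active = fluorescence ratio to DMSO below 75%, the collection mean minus 3 SD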;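 note: signal is porphyrin accumulated inside mitochondria; 100% equals median channel fluorescence of DMSO control wells; lower ratio means ABCB6 inhibition with less porphyrin fluorescence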
Target sequence (Q9NP58 whole entry, looked up): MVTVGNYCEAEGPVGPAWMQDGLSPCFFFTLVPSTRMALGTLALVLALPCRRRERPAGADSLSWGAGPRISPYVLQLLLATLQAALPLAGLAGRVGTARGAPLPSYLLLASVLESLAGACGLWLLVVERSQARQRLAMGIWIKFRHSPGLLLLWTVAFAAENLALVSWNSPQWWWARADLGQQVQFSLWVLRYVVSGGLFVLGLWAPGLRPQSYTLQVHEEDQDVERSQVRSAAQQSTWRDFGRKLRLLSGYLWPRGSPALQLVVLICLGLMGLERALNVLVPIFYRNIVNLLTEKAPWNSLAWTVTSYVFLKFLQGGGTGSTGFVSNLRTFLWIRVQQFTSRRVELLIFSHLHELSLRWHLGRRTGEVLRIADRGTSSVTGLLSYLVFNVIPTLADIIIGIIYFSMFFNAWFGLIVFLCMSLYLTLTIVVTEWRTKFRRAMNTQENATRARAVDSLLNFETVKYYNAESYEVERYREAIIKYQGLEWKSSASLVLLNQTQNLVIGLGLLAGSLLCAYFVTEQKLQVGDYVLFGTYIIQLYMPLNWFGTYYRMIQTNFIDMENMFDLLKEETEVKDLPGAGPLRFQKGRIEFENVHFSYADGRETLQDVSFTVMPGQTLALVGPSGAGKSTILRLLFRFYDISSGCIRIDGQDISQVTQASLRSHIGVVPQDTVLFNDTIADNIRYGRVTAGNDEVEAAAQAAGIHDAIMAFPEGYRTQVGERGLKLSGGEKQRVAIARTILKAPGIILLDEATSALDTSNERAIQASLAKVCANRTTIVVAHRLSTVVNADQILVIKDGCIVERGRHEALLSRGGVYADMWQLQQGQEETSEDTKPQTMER
Exocytosis inh – LAMP-1 surface exposure blockers, TALL-104 cells – cell-based, flow cytometry, MLPCN library, primary screen; inhibition, % at 10 µM; TALL-104 LAMP-1 surface exposure; cells stimulated with thapsigargin and PMA; hit rate 0.66% among 360,000;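 active = inhibition above about 55%, limit read from the data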
N-glyco inh – increase of ERlucT glycosylation luciferase signal, primary screen, N-linked glycosylation inhibitor project, D54 ERlucT cells, luminescence, set 2; D54 ERlucT glycosylation luciferase reporter, 24 h; percent of 100 nM tunicamycin response; reporter increase, % at 12.5 µM; hit rate 0.23% among 360,000; AID 588692, 2011;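 active = mean luciferase reporter signal, scaled so untreated is 0 and the glycosylation-blocking control 100, at or above a set limit in every replicate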;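 note: luciferase carries N-glycosylation sites so blocking glycosylation raises the light; 0% = median of neutral control wells and 100% = median of 100 nM tunicamycin wells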
ABHD5 PLIN5 PPI – ABHD5-PLIN5 interaction inhibitors, primary screen, cell lysate, split luciferase complementation, luminescence; Perilipin-5 (Homo sapiens) + 1-acylglycerol-3-phosphate O-acyltransferase ABHD5 (Homo …; Split G. princeps luciferase complementation, 4 h; inhibition, % at 4 µM; hit rate 0.78% among 360,000; AID 602281, 2012;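 active = inhibition above the mean inhibition across every tested compound plus 3 SD, cut at about 22% in these data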;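 note: 0% = DMSO only wells and the 100% control is not disclosed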
An asterisk follows results filed as active; . = no result given.

Each structure is followed by: m5-HT2A agonist | H9c2 protect | aDG glyco act | MC4R antag cAMP | hiPSC survival | MC4R barr agon | ABCB6 inh 2 | Exocytosis inh | N-glyco inh | ABHD5 PLIN5 PPI
> CCOc1cccc(/C=C(\C#N)C(=O)NC2CC2)c1
→ 4 | 1 | 0.0 | 7 | 0.4 | -0.6 | 97 | 4 | 3 | 6
> COC(=O)c1ccc(N2C(=O)CC(SCC(=O)Nc3ccc(OC)cc3)C2=O)cc1 (stereo unspecified)
→ 2 | 2 | 0.0 | 5 | 0.3 | -0.4 | 100 | 0 | -3 | -2
> O=C1N=C(N2CCOCC2)S/C1=C\c1ccc(-c2ccccc2Cl)o1
→ 1 | -7 | 0.1 | 10 | -0.1 | 1.3 | 99 | -4 | -5 | 0
> COc1ccc([N+](=O)[O-])cc1NC(=O)Nc1cccc(Cl)c1
→ -3 | -8 | 0.4 | -1 | -0.9 | 2.3 | 90 | -1 | -5 | 10
> Cc1ccc(S(=O)(=O)N(C)C)cc1NC(=O)c1n[nH]c(=O)c2ccccc12
→ -4 | 23 | -0.2 | 4 | -0.7 | -2.0 | 99 | 0 | 1 | 5
> COc1ccc(C(C)C)cc1S(=O)(=O)n1cnc(C)c1
→ -5 | -2 | 0.1 | -5 | -0.5 | -0.8 | 96 | -3 | -1 | 2
> CC(C)N1CCC(N2CCN(Cc3cccc4nonc34)CC2CCO)CC1 (stereo unspecified)
→ -1 | 6 | -0.2 | 8 | -1.3 | -2.5 | 101 | 0 | 1 | -2
> O=C(Nc1nnc(-c2ccc(Cl)cc2)o1)c1ccccc1Br
→ 6 | 3 | 0.1 | -2 | -0.2 | -1.9 | 98 | -4 | 1 | 4
> CC1CC(C)CN(c2ncc3c(n2)CC(c2ccc(Cl)cc2)CC3=O)C1 (stereo unspecified)
→ 6 | -10 | 0.1 | -3 | -0.2 | 1.6 | 94 | 4 | 0 | 15
> O=C1CC(N2CCOCC2)C(=O)N1c1cc(Cl)cc(Cl)c1 (stereo unspecified)
→ 6 | 0 | 0.0 | 6 | -0.5 | -1.4 | 102 | -3 | 7 | -3
> CCOC(=O)c1c(-c2ccccc2Cl)csc1NC(=O)c1cc(S(=O)(=O)N2CCOCC2)ccc1C
→ -2 | -6 | 0.2 | 24 | 2.2 | -0.6 | 100 | 1 | -7 | -15
> Cc1ccc(C)c(S(=O)(=O)N2CCN(c3nc(CN4CCOCC4)nc4sc(C)c(C)c34)CC2)c1
→ -5 | 14 | 0.4 | 7 | 2.2 | 1.8 | 97 | 1 | 3 | -2
> COc1cccc(CNC(=O)CCn2c(=O)oc3ccccc32)c1
→ 4 | 3 | -0.3 | 2 | 2.4 | -1.3 | 98 | -2 | 2 | -1
> COc1ccc(CCN2CC(C(=O)Nc3nccs3)CC2=O)cc1OC (stereo unspecified)
→ -2 | 3 | -0.1 | 7 | -0.5 | -0.8 | 96 | 8 | 2 | 0
> COC(=O)CSc1nc2c(cnn2-c2ccc(Cl)cc2)c(=O)[nH]1
→ -2 | 7 | 0.0 | 20 | -0.9 | -0.1 | 100 | 10 | 2 | 2
> CC(=O)Nc1ccc(NC=C(C#N)C#N)cc1
→ 4 | 0 | -0.1 | -3 | -0.1 | -0.5 | 92 | -4 | 1 | -2
> CCOC(=O)C1=C(CN2CCSCC2)NC(=O)NC1c1cc(C)ccc1C (stereo unspecified)
→ -5 | 0 | -0.3 | 28 | 0.4 | -0.1 | 99 | -1 | -3 | -7
> Cc1cccc(C(=O)NC(=S)Nc2ccc(S(=O)(=O)N3CCCCC3)cc2)c1
→ -5 | -25 | 0.7 | 5 | 7.6 | -1.1 | 92 | -1 | -2 | -12
> O=C(Nc1cccc(Cl)c1)c1nc[nH]c1C(=O)NCCCCNC(=O)c1[nH]cnc1C(=O)Nc1cccc(Cl)c1
→ 5 | 74* | 0.0 | 6 | -1.3 | -0.7 | 84 | -4 | 3 | 1
> Cc1ccccc1S(=O)(=O)NC(=O)C1(C)CCN1C(=O)CC1CCCCC1 (stereo unspecified)
→ 8 | 6 | -0.1 | 0 | 7.6 | -0.4 | 99 | -11 | 2 | 0
> CCCN1C(=O)/C(=N\OCC(=O)Nc2ccc(C(C)C)cc2)c2ccccc21
→ -5 | -3 | -0.1 | 1 | -1.7 | -1.9 | 98 | 1 | 1 | -7
> Cc1cc(C(=O)NC2CCCCC2)c(C)o1
→ 0 | 5 | 0.5 | 4 | -0.5 | 0.9 | 93 | 0 | 3 | 6
> CN(C(=O)Nc1ccc(Cl)c(Cl)c1)c1ccccc1C(=O)O
→ 2 | -10 | -0.1 | -5 | 1.0 | 0.5 | 99 | -2 | -1 | 0
> O=C(COC(=O)Cc1c(Cl)cccc1Cl)Nc1ccc2[nH]c(=O)[nH]c2c1
→ 0 | 7 | 0.0 | 14 | -0.2 | -1.2 | 96 | -2 | 0 | 5
> Cc1nc(NC(=O)COC(=O)c2cc3c(s2)CCC(C)C3)c(Cl)cc1Cl (stereo unspecified)
→ -1 | 10 | 0.1 | -1 | 1.0 | -0.9 | 99 | 0 | 1 | 5
> COc1ccc(C(CNC(=O)c2oc3c(Cl)cccc3c2C)N2CCCC2)cc1 (stereo unspecified)
→ -12 | 0 | -0.2 | 7 | -0.3 | -0.1 | 94 | 6 | -9 | 7
> CC(Oc1ccccc1Cl)C(=O)Nc1ccc(S(=O)(=O)Nc2nccs2)cc1 (stereo unspecified)
→ 12 | 5 | -0.1 | 12 | -0.2 | 0.2 | 97 | 3 | -1 | -7
> CCOC(=O)NN1C(=O)c2ccccc2NC1c1ccccc1 (stereo unspecified)
→ 0 | 0 | -0.1 | 0 | -1.2 | -0.9 | 99 | 0 | 2 | 3
> CN(C)c1ccc(CNC2C3CC4CC(C3)CC2C4)cc1 (stereo unspecified)
→ -3 | -1 | 0.1 | 3 | -1.7 | 0.3 | 92 | -5 | 1 | -10
> CCCCn1nc2cc(C(=O)NC3CCCc4ccccc43)ccc2c1OCC (stereo unspecified)
→ -3 | 3 | 0.2 | -4 | 0.4 | -0.8 | 96 | -3 | -1 | -3
> CNC(=S)NNC(=O)c1cccn(Cc2cccc(C(F)(F)F)c2)c1=O
→ -7 | 2 | 0.0 | 13 | -0.7 | 1.7 | 102 | -7 | -3 | -4
> COc1ccc(N2CCn3c2nc2c3c(=O)n(CCCc3ccccc3)c(=O)n2C)c(OC)c1
→ 6 | -4 | 0.9 | 7 | -2.1 | -1.7 | 84 | 1 | -6 | 6
> CC1(C)CC(=O)C2=C(C1)N=C1SCCC(=O)N1C2c1ccccc1 (stereo unspecified)
→ -2 | -2 | -0.1 | 8 | 1.5 | -1.2 | 103 | 0 | 2 | -2
> COc1ccc(NC(=O)CS(=O)(=O)c2cn(CC(=O)N3CCCC3)c3ccccc23)c(OC)c1
→ 4 | 8 | 0.2 | 3 | -0.1 | -2.3 | 97 | -1 | . | 2
> O=C(O)c1ccc(S(=O)(=O)c2ccc3c(c2)C(=O)N(NC(=O)c2ccncc2)C3=O)cc1
→ -1 | -1 | 0.3 | -5 | -0.6 | -0.9 | 95 | 14 | 0 | -4
> Cc1sc2ncn(Cc3ccccc3F)c(=O)c2c1C
→ 2 | 0 | -0.3 | 8 | 0.7 | 0.6 | 98 | -1 | -1 | -1
> CC/C(O)=C1\C(=O)CC(C)(C)CC1=NCCc1nc2ccccc2[nH]1
→ 3 | 0 | 2.1 | -1 | -0.6 | -2.7 | 95 | -2 | 1 | 1
> COc1ccc(C(=O)NC(=S)Nc2ccc(Cc3ccncc3)cc2)cc1
→ -1 | -10 | 1.0 | 14 | -1.9 | -1.2 | 94 | 1 | 0 | 7
> COc1ccc(NC(=O)Nc2ccc(F)cc2F)c(C)c1
→ 1 | -3 | 0.3 | 11 | 0.6 | 2.7 | 99 | -3 | 0 | -6
> CC(=O)N1CCN(S(=O)(=O)c2cccc(C(=O)OCC(=O)N3CC(=O)Nc4ccccc43)c2)CC1
→ 3 | 0 | 0.0 | -3 | 0.8 | -4.1 | 99 | 3 | 1 | 1
> COc1ccccc1CNC(=O)C(C)NS(=O)(=O)c1ccc(Br)cc1 (stereo unspecified)
→ -2 | 5 | 2.5 | -2 | 0.7 | 0.2 | 101 | 0 | 2 | -3
> CN(CC(=O)Nc1ccc(F)cc1)C(=O)c1ccccc1Sc1ccccc1C#N
→ -5 | 2 | 0.4 | 24 | -0.5 | -0.8 | 100 | 7 | -2 | -6
> COc1nc(NC23CC4CC(CC(C4)C2)C3)nc(OC)n1
→ 8 | -4 | 0.5 | -7 | 0.1 | -0.3 | 92 | -6 | -2 | 5
> CN(CC(=O)O)Cc1oc(CO)cc(=O)c1O
→ 3 | -2 | 0.0 | 3 | 0.4 | 0.1 | 95 | -2 | 1 | 3

Quoted at random: 5 entries already listed.
Each structure is followed by: m5-HT2A agonist | H9c2 protect | aDG glyco act | MC4R antag cAMP | hiPSC survival | MC4R barr agon | ABCB6 inh 2 | Exocytosis inh | N-glyco inh | ABHD5 PLIN5 PPI
> CN(CC(=O)O)Cc1oc(CO)cc(=O)c1O
→ 3 | -2 | 0.0 | 3 | 0.4 | 0.1 | 95 | -2 | 1 | 3
> COc1ccc(NC(=O)Nc2ccc(F)cc2F)c(C)c1
→ 1 | -3 | 0.3 | 11 | 0.6 | 2.7 | 99 | -3 | 0 | -6
> COc1ccccc1CNC(=O)C(C)NS(=O)(=O)c1ccc(Br)cc1 (stereo unspecified)
→ -2 | 5 | 2.5 | -2 | 0.7 | 0.2 | 101 | 0 | 2 | -3
> CC/C(O)=C1\C(=O)CC(C)(C)CC1=NCCc1nc2ccccc2[nH]1
→ 3 | 0 | 2.1 | -1 | -0.6 | -2.7 | 95 | -2 | 1 | 1
> COc1ccc(C(=O)NC(=S)Nc2ccc(Cc3ccncc3)cc2)cc1
→ -1 | -10 | 1.0 | 14 | -1.9 | -1.2 | 94 | 1 | 0 | 7
